# SRC1 TRFRET art: counter-screen for PPARgamma SRC-1 recruitment agonists: TR-FRET artefact; actives 0.34% (n = 99,000); TR-FRET detection artefact counter-screen, emission ratio; active compounds read high; TR-FRET ratio at 8 µM; in the data active = TR-FRET ratio above about 2300; note: inactives centre near 1800; reference of the scale not given here
# SRC3 TRFRET art: flags TR-FRET format artefacts in PPARgamma SRC-3 recruitment agonist screen; TR-FRET ratio at 8 µM; actives 0.39% (n = 99,000); TR-FRET artefact counter-screen, PPARgamma/SRC-3 format; active compounds read high; in the data active = TR-FRET ratio above about 2000; note: inactives centre near 1600; reference of the scale not given here
# * = called active by the depositor.
SMILES,SRC1 TRFRET art,SRC3 TRFRET art
Cc1c(C(=O)Oc2cc(N)n(S(C)(=O)=O)n2)cccc1[N+](=O)[O-],1788,1492
CCn1c(C)nc2cc(-c3nc4n(n3)Cc3ccccc3-4)ccc21,1602,1261
C/C(N)=C(/C#N)C(=O)CSc1nnc(Nc2c(C)cccc2C)s1,1875,1284
Cc1cc(N/N=C/c2ccccc2O)nc(-c2ccccc2O)n1,1755,1553
CC(C)C(=O)NC(=S)Nc1ccccc1N1CCN(C(=O)c2ccccc2)CC1,1831,1357
COc1ccc(CCNC(=O)CCCCCn2c(SCC(N)=O)nc3cc4c(cc3c2=O)OCO4)cc1OC,2080,1822
CCCS(=O)(=O)n1nc(-c2ccc(OC)cc2OC)cc1N,1679,1536
Cc1ccc(NS(=O)(=O)c2ccc(C3CCCCC3)cc2)cc1,1912,1649
CCOc1cc2[nH]c(=S)n(CCC(=O)NCc3ccco3)c(=O)c2cc1OCC,1844,1769
CCc1nnc(NC(=O)c2ccc(Cl)nc2)s1,2141,1441
COc1ccc(C2=NCCn3cccc32)c(OC)c1,1794,1570
CCOC(=O)c1c(-c2ccc(OC)cc2)csc1/N=C/C1=C(O)CCCC1=O,1717,1438
COC(=O)c1ccccc1NC(=O)CSc1nncn1C,1727,1495
CSc1ccccc1C(=O)C1CCCN(C(=O)CCc2cccnc2)C1 (stereo not drawn),1999,1534
O=C(c1ccc(Cl)c(Cl)c1)N1CCC(=O)N(C(COCc2cccc(C(F)(F)F)c2)Cc2ccccc2)CC1 (stereo not drawn),1822,1391
CCCCOc1ccc(N2C(=O)CC(NCc3ccncc3)C2=O)cc1 (stereo not drawn),1749,1455
O=C(CSc1nc(C2CCCCC2)nc2ccccc12)NCc1ccco1,1626,1575
Cn1c(=O)n(C)c2cc(NS(=O)(=O)c3ccc(C(C)(C)C)cc3)ccc21,1711,1514
O=C1CC(=O)CC(c2ccccc2)C1,1667,1756
Cc1ccc2c(c1)C1C3CCC(C3)C1S(=O)N2 (stereo not drawn),1605,1411
Cc1ccc(-n2cc(CN3CCC(CO)(Cc4ccccc4)CC3)cn2)cc1,1599,1286
CCN1CC(c2ccccc2)C(c2ccc(Cl)cc2)=N1 (stereo not drawn),1446,1430
Cc1ccnn1Cc1cc(C(=O)O)c2ccccc2n1,1912,1562
Cc1ccc(NC(=O)C2CCCN2C(=O)Oc2ccccc2)c(C)c1 (stereo not drawn),1844,1550
CC1CCCN(C(C(=O)NC2CCCCC2)c2cc3c(cc2[N+](=O)[O-])OCO3)C1 (stereo not drawn),1961,1776
SMILES,SRC1 TRFRET art,SRC3 TRFRET art
CC(NC(=O)c1ccc(C23CC4CC(CC(C4)C2)C3)cc1)C(=O)O (stereo not drawn),1941,1262
CCN(CC)S(=O)(=O)c1cccc(NC(=O)COC(=O)CCC(=O)c2cccs2)c1,1883,1729
Cc1ccc(CC(NC(=O)c2ccccc2)C(=O)NC(CC(C)C)C(=O)O)cc1 (stereo not drawn),1879,1423
COCCNC(=O)CCCn1c(=O)c2cc(OC)c(OC)cc2n(CC(=O)Nc2ccc(F)cc2)c1=O,1867,1775
C=CC(C)N1C(=O)S/C(=C\c2ccc(N3CCOCC3)cc2C)C1=O (stereo not drawn),1639,1578
Cc1cc(NC(=O)CSc2nnc(-c3ccco3)n2Cc2ccco2)no1,2091,1579
CCOCCCN(C(=O)Cn1nnc(-c2ccc(OC)c(OC)c2)n1)C(CC)C(=O)NC1CCCC1 (stereo not drawn),1806,1632
CN(C(=O)COC(=O)c1ccc([N+](=O)[O-])cc1Cl)C1CCCCC1,1755,1527
Cn1cc(CN2CCCC(C(=O)c3cc(F)ccc3F)C2)c2ccccc21 (stereo not drawn),1999,1533
COc1ccc(CSc2nnc(C)n2N)cc1[N+](=O)[O-],1600,1542
CC(=O)OCC(=O)Nc1ccc([N+](=O)[O-])cc1Cl,1903,1560
NC(=O)NOCc1ccc(Cl)cc1Cl,2095,1636
O=C(Nc1ccccc1Cl)c1ccccc1Cc1ccccc1,1588,1600
Cc1ccc2c(c1)C1CN(C)CCC1N2C(=O)COc1ccc(N(C)C(=O)C(C)(C)C)cc1 (stereo not drawn),1856,1679
O=C(CCc1ccccc1)NC1CCSC1=O (stereo not drawn),1846,1806
COc1ccccc1N1CCN(C(=O)c2n[nH]c3ccccc23)CC1,1682,1569
Cc1cc2cc(C=C(C#N)C#N)c(Cl)nc2cc1C,1975,1548
CCOc1ccc(CCNC(=O)CSc2nn(-c3ccc(C)c(Cl)c3)c(=S)s2)cc1OCC,2577*,1533
COCCSc1ccccc1C(=O)N1CCc2ccccc2C1,1570,1729
Clc1cc2cccnc2c2ccccc12,2294,1628
Cc1oc(-c2ccc3c(c2)OCCO3)cc1C(=O)O,1778,1580
O=C1c2cccc3c([N+](=O)[O-])ccc(c23)C(=O)N1CC1CCCO1 (stereo not drawn),1863,1680
Cc1c(CCOC(=O)c2cc([N+](=O)[O-])ccc2Cl)sc[n+]1CCCCS(=O)(=O)[O-],1871,1782
CCOC(=O)c1ccc(NC(=O)c2cc(=O)[nH]c3ccccc23)cc1,1719,1546
CCN(C(=O)COC(=O)C1CCN(S(=O)(=O)c2cccs2)CC1)c1ccccc1,1720,1502
SMILES,SRC1 TRFRET art,SRC3 TRFRET art
OCCC1CN(Cc2cccnc2)CCN1CCc1ccccc1 (stereo not drawn),1696,1400
CNS(=O)(=O)c1cccc(C(=O)OCc2csc(-c3ccccc3)n2)c1,1557,1577
O=C(Nc1ccc(S(=O)(=O)N2CCCC2)cc1)c1cnccn1,1752,1711
Cc1cccc(Cn2ccc(NC(=O)c3cccnc3)n2)c1,1705,1326
[O-]/C(=C(\C(=S)Nc1cccc2ccccc12)[n+]1ccccc1)c1cccs1,1668,1331
O=C(COc1ccc(S(=O)(=O)N2CCOCC2)cc1)N1CCCCCC1,1816,1521
COc1ccc(C2C=C(Nc3ccccc3)C(=O)N2c2ccccc2)cc1OC (stereo not drawn),1833,1781
CN(C)c1ccc(C(=O)N2CCCC2)cc1,1915,1415
O=C(C1CCCO1)N1CCN(C(=S)Nc2ccc(F)cc2)CC1 (stereo not drawn),1539,1523
CCC(C(=O)Nc1ccc(C)cc1)c1ccccc1 (stereo not drawn),2102,1799
CCOC(=O)NC(=O)/C(C#N)=N\Nc1cccc(OC)c1,1893,1502
CC(=O)c1cn(CC(=O)Nc2ccc(C)c(C)c2)c2ccccc12,1645,1427
CCOc1ccc(-c2nc(-c3cccs3)c(CC(=O)O)s2)cc1OC,2028,1751
O=C(CCN1C(=O)C2C3C=CC(C3)C2C1=O)N1CCN(c2ccccc2F)CC1 (stereo not drawn),1674,1817
CCOc1ccc(C(=O)NC(=S)Nc2cccnc2)cc1[N+](=O)[O-],1398,1493
CC(C)CC1CC(C)(c2csc(NNC(=O)c3ccccc3)n2)OC1=O (stereo not drawn),1797,1740
Cc1cc(C)c2c(n1)nn1c(NCCN3CCOCC3)cc(C)nc21,1636,1748
NC(CC(=O)O)c1ccc(F)cc1 (stereo not drawn),1646,1374
COc1cc(/C=C/C(=O)OCC(=O)NC(=O)NC(C)C)cc(S(=O)(=O)N2CCc3ccccc32)c1OC,1736,1740
COc1ccc(C(=O)NC2(C(F)(F)F)NC(=O)N(CCCc3ccccc3)C2=O)c(OC)c1OC (stereo not drawn),1819,1596
O=c1cc(O)c2sc3nc(-c4cccnc4)cc(C(F)(F)F)c3c2[nH]1,1715,1508
CCn1ncc(CN2CCCC(CNC(=O)c3ccc(F)cc3)C2)c1C (stereo not drawn),1797,1709
Cc1cccc(NC(=O)CSc2nc(N)c(NC(=O)c3cccs3)c(=O)[nH]2)c1C,1655,1562
CCc1ccc(NC(=O)Cn2c(SC)nc3ccccc32)cc1,1490,1681
CCCCCCCc1c(O)nc(SCCN2CCOCC2)[nH]c1=O,1798,1452
SMILES,SRC1 TRFRET art,SRC3 TRFRET art
O=C(CSc1nncs1)NCCCc1ccccc1,1580,1393
CCN(CC)C(=O)c1cn(-c2ccccc2)nc1-c1ccc2c(c1)OCCO2,1844,1746
C=CC(=O)NN(C)c1ncc(C(F)(F)F)cc1Cl,1825,1508
C#CCNC(=O)C1=C[C@@H](C)C[C@@H](OCc2ccc(CO)cc2)O1,1853,1433
CCN(C(=S)NCCOC)c1cccc2ccccc12,1913,1778
CCn1cc(C(=O)N(CCCN2CCOCC2)Cc2ccco2)c(=O)c2ccc(C)nc21,1932,1468
CCS(=O)(=O)N1Cc2ccccc2CC1C(=O)Nc1nc2ccc(C)cc2s1 (stereo not drawn),1554,1448
O=C1OCCC1Sc1nnc(-c2ccccc2Cl)n1Cc1ccccc1 (stereo not drawn),1890,1590
COc1cccc(CC2(CO)CCCN(Cc3ccc(CN4CCCCC4)s3)C2)c1 (stereo not drawn),1702,1435
CN1CCC(C2(O)c3ccccc3CCc3ccccc32)CC1,1709,1348
O=C(NCCCN1CCOCC1)c1ccc(CSc2ccc(Cl)cc2)cc1,1501,1564
CCOC(=O)N1CCN(C(=O)c2ccc3c(=O)n(-c4cc(OC)ccc4OC)c(=S)[nH]c3c2)CC1,1790,1488
CCCc1ccc(-c2cc(NC(=O)CSc3nnc(N)s3)n(-c3ccccc3)n2)cc1,1805,1317
NS(=O)(=O)c1ccc(NC(=S)Nc2ccc(S(=O)(=O)N3CCCC3)cc2)cc1,1824,1696
CN1CCN(CC(=O)N2c3ccccc3C(=O)Nc3cccnc32)CC1,1710,1587
Cc1ccc(C)c(S(=O)(=O)N2CCN(Cc3ccc(O)c4ncccc34)CC2)c1,1696,1627
CCOc1ccc(-c2cc(C(=O)NCC3CCCO3)c3ccccc3n2)cc1 (stereo not drawn),1751,1304
O=C(CSc1nnc2ccccn12)NNC(=O)c1ccc(F)cc1,1918,1690
O=C(N/N=C/c1ccncc1)c1nn(Cc2ccccc2)c(=O)c2ccccc12,1948,1536
CCC(OC(=O)C1=Cc2ccccc2OC1)C(=O)NCc1ccco1 (stereo not drawn),1680,1615
CCc1nn2cc(C(=O)c3ccccc3O)cnc2c1-c1ccc(F)cc1,1771,1492
Cc1sc2nc(SCC(=O)N3CCCC3)[nH]c(=O)c2c1C,1826,1560
COc1ccccc1C(=O)NNC(=O)c1cccc(F)c1,1798,1463
CCOc1ccc(N(CC(=O)NCCc2ccc(OC)cc2)S(C)(=O)=O)cc1,1795,1575
CN1/C(=C\C(=O)C[n+]2ccc(C(=O)c3ccccc3)cc2)C(C)(C)c2ccccc21,1617,1413

# Single entries from the results shown.
# In SRC3 TRFRET art, O=C(Nc1ccccc1Cl)c1ccccc1Cc1ccccc1 shows 1600
# In SRC3 TRFRET art, O=c1cc(O)c2sc3nc(-c4cccnc4)cc(C(F)(F)F)c3c2[nH]1 shows 1508

# Fetched one by one from the list above (2):
SMILES,SRC1 TRFRET art,SRC3 TRFRET art
CCCc1ccc(-c2cc(NC(=O)CSc3nnc(N)s3)n(-c3ccccc3)n2)cc1,1805,1317
C=CC(=O)NN(C)c1ncc(C(F)(F)F)cc1Cl,1825,1508

# Continuation.
SMILES,SRC1 TRFRET art,SRC3 TRFRET art
N#Cc1sc2nc3c(cc2c1N)CCCC3,1918,1544
Cc1ccc(S(=O)CCNC(=O)Cc2ccc(Cl)cc2)cc1 (stereo not drawn),1935,1535
O=C(CCCc1nc2ccccc2s1)Nc1ccccc1,1620,1599
CC(=O)Nc1ccc(NC(=O)COc2cccc3c2OC(C)(C)C3)cc1,1695,1492
CC(C)=CCN1CCN(Cc2nc(-c3ccccc3)cs2)CC1CCO (stereo not drawn),1665,1493
OCc1cc(-c2ccc(Cl)c(Cl)c2)on1,1759,1471
COc1cc2c(cc1NC(=O)c1cc(-c3ccccn3)nc3ccccc13)oc1ccccc12,1654,1656
S=C(NC1CCCCC1)N(CCc1ccccc1)CCc1ccccc1,1968,1662
O=C(CN1C(=O)CCC1=O)Nc1cccc(NC(=O)CN2C(=O)CCC2=O)c1,1776,1445
Cc1cc(=O)c2ccccc2n1CC(=O)NCc1ccccc1,1857,1738
Cc1ccc(C2=NNC(=Nc3ccc(F)cc3)SC2)cc1,1776,1361
S=C(NCc1ccco1)N1CCOCC1,1897,1568
CCOC(=O)C1=C(C)Nc2[nH]c(=O)[nH]c(=O)c2C1c1cccs1 (stereo not drawn),1626,1537
O=C(Nc1cc(C(F)(F)F)ccc1Cl)C(Sc1cccc[n+]1[O-])c1ccccc1 (stereo not drawn),1534,1596
COc1ccccc1NC(=O)c1cc(C)oc1C,1780,1577
C=CCn1c(O)c(N=NC(=S)Nc2ccccc2F)c2ccccc21,1932,1437
CCN(CC)C(=O)CSc1nc2cc3c(cc2c(=O)n1CCCCCC(=O)NCc1ccc(OC)cc1)OCO3,1725,1535
O=C(CCN1C(=O)/C(=C/c2ccccc2)SC1=S)NNC(=O)c1cccnc1,2036,1672

# Six successive compounds out of the list so far, for reference:
SMILES,SRC1 TRFRET art,SRC3 TRFRET art
CCOC(=O)C1=C(C)Nc2[nH]c(=O)[nH]c(=O)c2C1c1cccs1 (stereo not drawn),1626,1537
O=C(Nc1cc(C(F)(F)F)ccc1Cl)C(Sc1cccc[n+]1[O-])c1ccccc1 (stereo not drawn),1534,1596
COc1ccccc1NC(=O)c1cc(C)oc1C,1780,1577
C=CCn1c(O)c(N=NC(=S)Nc2ccccc2F)c2ccccc21,1932,1437
CCN(CC)C(=O)CSc1nc2cc3c(cc2c(=O)n1CCCCCC(=O)NCc1ccc(OC)cc1)OCO3,1725,1535
O=C(CCN1C(=O)/C(=C/c2ccccc2)SC1=S)NNC(=O)c1cccnc1,2036,1672

# Single records, from the list above. Values in the order: SRC1 TRFRET art | SRC3 TRFRET art
# Record of Clc1cc2cccnc2c2ccccc12 = 2294 | 1628
# Record of Cc1oc(-c2ccc3c(c2)OCCO3)cc1C(=O)O = 1778 | 1580
# Record of CCOC(=O)c1ccc(NC(=O)c2cc(=O)[nH]c3ccccc23)cc1 = 1719 | 1546
# Record of COc1cc(/C=C/C(=O)OCC(=O)NC(=O)NC(C)C)cc(S(=O)(=O)N2CCc3ccccc32)c1OC = 1736 | 1740

# Screens deposited in PubChem by The Scripps Research Institute Molecular Screening Center.

# These rows are one share of the data; the hit share may differ from the screen's.
